# RmlCD inh mix = RmlC and RmlD coupled enzyme inhibitors, primary screen, biochemical, 384-well, compound mixtures, retest. 110,000 tested, 0.39% active. inhibition, % at 5.5 µM. RmlC/RmlD coupled enzyme inhibition, 384-well mixture HTS; in the data active = inhibition above about 30%, passing the limit was not always enough; inconclusive = no clear call, values can overlap the other calls; note: strong numbers were not always called active
# HIV RNase H inh = HIV-1 RT RNase H inhibitors, primary screen, biochemical, fluorescence | Gag-Pol polyprotein (Human immunodeficiency virus type 1 group M subtype B (isolate … | RT-RNase H RNA/DNA duplex cleavage | inhibition, % at 10 µM | 65,000 tested, 1.9% active | AID 565, 2006; in the data active = inhibition above about 50%
# * hit, by the source's call; ? = inconclusive; / = no result given. A portion of the library, so the mix of outcomes need not match the whole.
canonical_smiles	RmlCD inh mix	HIV RNase H inh
COc1ccc(-c2c(C#N)c(SCC(=O)Nc3ccccc3)nc3c2CCCC3)cc1	-11	/
Cn1nc(-c2ccc(Cl)cc2)c2cc(C(=O)NCCN3CCOCC3)sc21	10	-15
O=C1CCCc2c1nc(-c1cccc(Cl)c1)n2O	19	/
O=C(Nc1ccccc1)C1=C[C@H](c2ccc3c(c2)OCO3)C[C@H](OCCCCO)O1	15	/
COc1ccc2c(CC(=O)Nc3c(C)n(C)n(-c4ccccc4)c3=O)coc2c1	-7	/
COC(=O)CNC(=O)c1nn(-c2cccc(OC)c2)c(=O)c2ccccc12	3	-7
CC1(C)CC(=O)c2cc(OCC(=O)NCc3cccnc3)ccc2O1	25	-2
CCc1cccc(NC(=O)Cc2cn(C)c3ccccc23)c1	-7	/
CC(C)(C)c1ccc(-c2cc(C(=O)NNC(=O)Nc3ccccc3)c3ccccc3n2)cc1	-14	/
CC(=NCCN1CCOCC1)c1c(O)n(-c2ccccc2C)c(=O)[nH]c1=O	-3	5
CC1=Nc2ccccc2/C1=C/c1sc(=N)n(-c2nccs2)c1O	11	/
O=C(Nc1cccnc1N1CCOCC1)c1ccco1	-25	-8
Cc1cccc(NC(=O)CSc2nnnn2-c2cccnc2)c1	-7	/
Cc1oc(=O)c(NC(=O)c2ccccc2)cc1C(=O)c1ccccc1	8	/
CCOc1cc(/C=N/n2cnnc2)cc(Br)c1O	2	5

# (listing goes on)
canonical_smiles	RmlCD inh mix	HIV RNase H inh
O=c1ccccn1Cc1ccccc1F	11	-16
O=C(O)C(S)C(S)C(=O)O (centres undefined)	13	/
Cc1ccsc1C(=O)NC(C)c1ccc2c(c1)OCO2 (centres undefined)	-1	/
O=C(CN(Cc1ccco1)C(=O)CNS(=O)(=O)c1ccc(Cl)cc1)NCc1ccc(F)cc1	-218	3
O=C(O)CCCC(=O)Nc1cccc2cccnc12	-4	-7
Cc1cc2ncc(-c3ncc(C(F)(F)F)cc3Cl)cn2n1	7	/
O=C(O)C1CCCN1C(=O)c1cncc(Br)c1 (centres undefined)	-11	-7
Cc1ccccc1NC(=O)c1ocnc1C	5	-3
O=C(Nc1cccc(Br)c1)/C(=C\c1cccnc1)NC(=O)c1ccco1	3	/
CN(CC1CCCO1)S(=O)(=O)c1ccc(C(=O)Nc2nc(-c3ccccn3)cs2)cc1 (centres undefined)	-46	11
Cc1cc(C)nc(NC(=O)CCCC(=O)O)c1	/	-16
COc1ccc(NC(=O)c2cccnc2)c(OC)c1	0	-2
CCOC(=O)c1sc(N(C)C)nc1-c1ccccc1	9	/
FC(F)(F)c1cc(C(F)(F)F)c2ccc(N3CCN(c4ncccn4)CC3)nc2n1	10	/
CCCCN(C)S(=O)(=O)c1c(C)[nH]c(=O)[nH]c1=O	-10	/

# Carrying on:
canonical_smiles	RmlCD inh mix	HIV RNase H inh
CCOC(=O)c1c(CN(C)C)n(C)c2ccc(OC(C)=O)cc12	-9	-2
COc1cccc(C2c3c(oc4ccc(F)cc4c3=O)C(=O)N2CCCN2CCOCC2)c1 (centres undefined)	/	-5
S=c1[nH]nc(-c2ccco2)n1/N=C/c1ccc(Br)s1	6	/
c1ccc(C[n+]2csc3ccccc32)cc1	-3	/
CCCCc1ccc(NC(=O)COCC)cc1	-11	-2
COCCCNC(=O)c1sc2ncnc(N3CCc4ccccc4C3)c2c1C	30	/
COC(=O)c1ccccc1NC(=S)NC(=O)CC(C)C	5	/
O=C(CCN1CCCC1)Nc1cccc(Br)c1	/	-7
Cc1ccc(C(=O)N2CCC3(CC2)Oc2ccc(Cl)cc2C(=O)C32CC(c3ccccc3)=NO2)s1 (centres undefined)	6	/
CC(=O)Nc1nc(C)c(Oc2ccccc2)c(=O)[nH]1	-3	-10
O=C(Nc1scc(-c2ccc(F)cc2)c1C(=O)O)c1ccco1	-6	3
CCOC(=O)N1CCN(CC(=O)Nc2c(C(=O)OC)[nH]c3ccc(Cl)cc23)CC1	/	5
CCOC(=O)/C(O)=C/c1ncc(C(F)(F)F)cc1Cl	12	/
COCCn1c(C)cc(C2=NNC(=Nc3ccccc3F)SC2)c1C	4	/
C=CCn1c(-c2ccc(Cl)cc2)ccc(C#N)c1=O	-3	/

# (list continues)
canonical_smiles	RmlCD inh mix	HIV RNase H inh
CC(C)CCSc1nc(N2CCOCC2)c2c(c1C#N)CC(C)(C)OC2	8	-24
Cc1cccc(OCC(=O)Nc2nc3ccc([N+](=O)[O-])cc3s2)c1	13	/
Cc1ccc(NCC(=O)N/N=C\C(Br)=C\c2ccccc2)cc1	-424	/
C/C(Cl)=C/Cn1c(N2CCCC2)nc2c1c(=O)n(C)c(=O)n2C	-16	0
CC(C)(C)NC(=O)Cn1nnc(-c2ccc(S(C)(=O)=O)cc2)n1	3	2
CCOC(=O)C(NS(=O)(=O)c1ccccc1)(C(F)(F)F)P(=O)(OC(C)C)OC(C)C (centres undefined)	9	/
Cc1ccc(C2C(C#N)=C(N)Oc3c2sc2ccccc32)o1 (centres undefined)	6	24
O=c1sc(N2CCN(c3ccc(F)cc3)CC2)nc2ccsc12	8	/
Cc1ccccc1-c1noc(-c2ccccc2C(=O)N2CCCC2)n1	13	-3
CCn1c2ccccc2c2nnc(SCC(=O)c3ccccc3)nc21	7	2
CCC(=O)N/C(=N/c1nc(C)cc(C)n1)Nc1cccc(OC)c1	11	-10
CCC(C)(C)n1nnnc1C(c1ccc(O)c(OC)c1)N1CCc2ccccc2C1 (centres undefined)	1	/
COc1cc(OC)c(OC)cc1CNCCc1ccc(OC)c(OC)c1	2	2
CC1(C)CN(c2ccccc2)N(Cc2ccc(F)cc2)C1=O	-21	/
COC(=O)CCC(=O)NNC(=O)c1ccc(Br)cc1	?	/

# Next section.
canonical_smiles	RmlCD inh mix	HIV RNase H inh
COC(=O)COc1cccc(NC(=O)c2cccs2)c1	7	2
Cc1cc(N2CCN(S(=O)(=O)c3ccccc3)CC2)c2ccccc2n1	7	-16
CCCCC1=CC2=C(c3ccco3)C(=O)C(C)(OC(=O)c3ccc(OC)cc3)C(=O)C2=CN1CCN1CCOCC1 (centres undefined)	4	/
CCn1c(-c2ccccc2Cl)nn(CC(=O)Nc2ccccc2OC)c1=S	-4	/
CC1=C(C(=O)OCC2CCCO2)C(c2cccc(O)c2)NC(=O)N1 (centres undefined)	5	-9
O=C(COc1c(Br)cc(Br)c2cccnc12)N1CCc2ccccc2C1	-7	/
COc1ccc(N2CS(=O)(=O)/C(=C/N(C)C)C2=O)cc1	9	/
CN1C=CC2=C(C#N)C(N)C(C#N)(C#N)[C@H](c3ccccc3)[C@H]2C1 (some centres undefined)	7	/
Cn1c(=O)c2cnc(N3CCOCC3)nc2n(C)c1=O	/	-3
COC(=O)c1ccc(NC(=O)CSc2nc3cccnc3n2C)cc1	3	/
O=C(Nc1ccccc1)N1CCn2c1nc1ccccc12	-15	-18
COc1ccc(NC(=O)C2CCCN2S(=O)(=O)c2ccc3c(c2)CCC(=O)N3)c(OC)c1 (centres undefined)	-13	-7
CC(=O)Nc1cccc(NC(=O)C2CCCN2C(=O)Nc2cccc(C)c2)c1 (centres undefined)	8	-3
O=C1CCC[C@H]2c3[nH]c4ccccc4c3CCN12	2	/
Cc1ccc(C)c(N2CCN(C(=O)CCS(=O)(=O)c3cccc4nonc34)CC2)c1	9	-3

# Going on with the list:
canonical_smiles	RmlCD inh mix	HIV RNase H inh
O=C(C1=C[C@H](c2ccc3c(c2)OCO3)C[C@H](OCc2ccc(CO)cc2)O1)N1CCN(Cc2ccc3c(c2)OCO3)CC1	-38	/
COc1ccc(C2C(C(=O)NCC3CCCO3)c3cc(OC)c(OC)cc3C(=O)N2C)cc1OC (centres undefined)	-16	1
CCOc1cc(C2C3=C(CCCC3=O)NC3=C2C(=O)CCC3)cc(Cl)c1O	-6	3
O=C(CCc1ccc(S(=O)(=O)N2CCCCC2)cc1)c1nnc(-c2ccccc2)o1	7	12
CCc1ccccc1NC(=O)c1ccoc1C	13	-1
CC(=O)Oc1ccc(/C=N/NC(=O)C2CCCN2S(=O)(=O)c2ccc(Cl)cc2)cc1 (centres undefined)	3	/
Cc1nc([N+](=O)[O-])c(N2CCN(Cc3ccccc3)CC2)n1Cc1ccccc1	4	/
COc1ccc(CCNC(=O)COC(=O)c2cnc(C)cn2)cc1OC	5	3
C=CCNC(=S)NNC(=O)c1cccn(Cc2ccc(Cl)cc2Cl)c1=O	-24	/
COc1cc(OC)nc(NC(=O)CSc2nnc(-c3ccccc3)n2C2CCCCC2)n1	-9	12
CCCCc1c(O)nc(SCC(=O)Nc2ccc3c(c2)CCC3)[nH]c1=O	10	-3
COc1ccc(C(=O)N2CCN(c3ccccn3)CC2)cc1	4	/
COc1ccc(-c2nnc(SCc3cc(C)ccc3C)n2N)cc1	-10	/
Cc1cc(C(=O)NCCN2CCN(c3cccc(Cl)c3)CC2)n(-c2ccccc2)n1	3	-1
CC(=O)NC(=O)NC1OC(=O)C(Cl)=C1Cl (centres undefined)	-9	-11

# Rewritten with values under each structure: part of the list above.
# Under each structure: RmlCD inh mix	HIV RNase H inh
Cc1nc([N+](=O)[O-])c(N2CCN(Cc3ccccc3)CC2)n1Cc1ccccc1
  4	/
COc1ccc(CCNC(=O)COC(=O)c2cnc(C)cn2)cc1OC
  5	3
C=CCNC(=S)NNC(=O)c1cccn(Cc2ccc(Cl)cc2Cl)c1=O
  -24	/
COc1cc(OC)nc(NC(=O)CSc2nnc(-c3ccccc3)n2C2CCCCC2)n1
  -9	12
CCCCc1c(O)nc(SCC(=O)Nc2ccc3c(c2)CCC3)[nH]c1=O
  10	-3
COc1ccc(C(=O)N2CCN(c3ccccn3)CC2)cc1
  4	/

# Other compounds.
canonical_smiles	RmlCD inh mix	HIV RNase H inh
O=c1c2ccccc2oc2nc(-c3ccco3)n(CCc3ccccc3)c(=O)c12	/	4
c1cncc(Nc2nc(-c3cccs3)cs2)c1	-5	26
C/C=C(\C)C(=O)Nc1cccc(C2=NOC3(C2)C[C@@H](C(N)=O)N(C(=O)c2cc([N+](=O)[O-])cc([N+](=O)[O-])c2C)C3)c1 (some centres undefined)	4	/
CCCCNC(=O)NCC(=O)Nc1ccc(F)c(F)c1	-10	6
C=CCOC(=O)C1=C(C)OC(N)=C(C#N)C12C(=O)N(CN1CCOCC1)c1ccccc12 (centres undefined)	12	6
COc1cc(C(=O)NCCc2cn3ccccc3n2)cc(OC)c1OC	3	-7
Cn1ncc([N+](=O)[O-])c1C(=O)Nc1ccn(Cc2ccccc2F)n1	-7	/
CCn1c(SCC(=O)c2ccc(Cl)cc2)nnc1-c1ccoc1C	9	-1
COC(=O)CCC(=O)OC1(C)C(=O)C2=CN(CCc3ccccn3)C(c3ccc(OC)cc3)=CC2=C(Br)C1=O (centres undefined)	-16	/
O=C(CC1NCCNC1=O)OCc1ccccc1 (centres undefined)	-14	-1
O=C(CSC1=Nc2ccccc2C2=NC(c3ccccc3)C(=O)N12)NCC1CCCO1 (centres undefined)	16	2
C=CCN1C=C2C(=O)C(C)(OC(=O)c3cnc4ccccc4n3)C(=O)C=C2C=C1/C=C/COC (centres undefined)	1	/
COc1ccc(NC(=O)CN2CCC(n3c(C)nc4cc(F)ccc43)CC2)c(OC)c1	/	-8
CCOC(=O)CNC(=O)CSc1nc2cccnc2n1CC	12	/
Cc1[nH]c2c(C)cccc2c1CCNC(=O)c1ccc2c(c1[N+](=O)[O-])C(=O)c1ccccc1C2=O	23	/

# Entries of single compounds as entered above.
# COC(=O)CCC(=O)OC1(C)C(=O)C2=CN(CCc3ccccn3)C(c3ccc(OC)cc3)=CC2=C(Br)C1=O (centres undefined) as listed: RmlCD inh mix: -16; HIV RNase H inh: /
# CCOC(=O)CNC(=O)CSc1nc2cccnc2n1CC as listed: RmlCD inh mix: 12; HIV RNase H inh: /
# Cc1[nH]c2c(C)cccc2c1CCNC(=O)c1ccc2c(c1[N+](=O)[O-])C(=O)c1ccccc1C2=O as listed: RmlCD inh mix: 23; HIV RNase H inh: /

# More structures follow.
canonical_smiles	RmlCD inh mix	HIV RNase H inh
CNC(=S)N(Cc1ccc(OC)cc1)C1CC(=O)N(c2ccc(OC)cc2)C1=O (centres undefined)	8	/
CCN(CC)Cc1c[nH]c2ccccc12	12	-12
CCCSC1=C(C#N)C(c2cccs2)C(C(=O)Nc2ccccc2)=C(C)N1 (centres undefined)	21	/
Cc1ccccc1NC(=O)CN1CCC(n2nnc3ccccc32)CC1	4	/
O=C(Nc1nc(-c2ccccc2)cs1)C1CCCCN1S(=O)(=O)c1ccccc1 (centres undefined)	12	40
Nc1ncnc2c1ncn2[C@@H]1O[C@H](CO)[C@@H](O)[C@H]1O	12	-6
COc1ccc(CCNC(=O)C2CCN(Cc3nc(-c4ccc(Cl)cc4)oc3C)CC2)cc1OC	/	-1
Cc1ccccc1-n1c(SCc2c(C)noc2C)nnc1-c1cccnc1	13	/
N#CC1=C2SCN(Cc3ccco3)CN2C(=O)CC1c1cccc2ccccc12 (centres undefined)	7	57*
Cc1ccc(/C(O)=C2\C(=O)C(=O)N(c3cc(C)on3)C2c2cccc(Cl)c2)cc1 (centres undefined)	5	-2
O=C(O)c1ccc(OC2CSC2)cc1	-4	5
COc1cc(NC(=O)CSc2nnnn2-c2ccccc2)cc(OC)c1OC	-1	-12
Cc1ccc2c(c1)N(CC(=O)O)C(=O)CO2	1	9
COCCn1c(C)cc(C(=O)CSc2nnc(-c3cccnc3)n2-c2ccccc2F)c1C	-14	10

# 2 entries drawn at random from the list so far, as already listed:
canonical_smiles	RmlCD inh mix	HIV RNase H inh
Cc1ccc(/C(O)=C2\C(=O)C(=O)N(c3cc(C)on3)C2c2cccc(Cl)c2)cc1 (centres undefined)	5	-2
Cc1ccccc1-n1c(SCc2c(C)noc2C)nnc1-c1cccnc1	13	/

# Source: PubChem BioAssay (several laboratories)
